From PubChem BioAssay
E-sel TNF inh: blocks E-selectin expression induced by TNF alpha | HUVEC TNFa-induced E-selectin immunofluorescence, high content | inhibition, % at 2 µM | actives 0.71% (n = 120,000);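 active = inhibition above the batch mean plus 3 SD, and confirmed as a hit on visual image review, cut at about 43% in these data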;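 note: 0% = TNF-stimulated DMSO wells and 100% = unstimulated control wells; not every result past the cut was called active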
Phagocyt inh: macrophage phagocytosis inhibition | J774A.1 macrophage IgG-bead phagocytosis, imaging | inhibition, % at 5 µM | actives 0.07% (n = 110,000) | AID 1029;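 active = inhibition above the mean of the plate negative controls plus 5 SD, cut at about 13% in these data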;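 note: phagocytic index as fraction of beads internalized from green versus red external bead signal; plate controls were DMSO negative control for no effect and cytochalasin-D positive control for full effect; some results beyond the cut were filed as inactive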
bCat KO growth: beta-catenin-lacking colon tumor cell growth suppression; HCT116 beta-catenin knockout viability, CellTiter-Glo, 60 h; stronger effect = lower value; viability, % at 10 µM; actives 1.5% (n = 140,000); AID 818;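 active = viability at or under a set limit, the compound median less 4 SD, cut at about 6% in these data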;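 note: 0% = Hyamine 1622 control at 20 µM and 100% = untreated cell control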
Measles CPE: protection of cells from measles virus; Measles virus-infected cells, CPE protection, absorbance; protection (pct of control), % at 4 µM; actives 1.5% (n = 140,000); AID 841; in the data active = protection mostly above about 24%, no sharp cut-off; inactive = mostly below about 26%; note: some compounds called inactive have numbers as strong as hits
Yeast growth inh: chemicals that inhibit yeast BB579 growth in restrictive medium (lifespan-shortening candidates); inhibition, % at 10 µM; S. cerevisiae BB579 growth, OD615, 48 h; actives 0.51% (n = 140,000);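 active = inhibition above a set limit, 3 SD over the mean compound inhibition, cut at about 44% in these data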; note: inactives centre near -24
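test system = yeast BB579 (DeaD) | buffer or medium = restrictive CSMM-D medium | doses = single compound dose of 10 µM, 0.25% DMSO final | times = 4 h preincubation and 48 h exposure at 30 °C | technique = culture absorbance at 615 nm | benchmarks = amphotericin B 10 µg/mL, positive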
Yeast life ext: yeast lifespan extension | S. cerevisiae growth with nicotinamide, OD615; deaD strain in restrictive glucose medium | inhibition of the nicotinamide effect, % at 10 µM | actives 0.68% (n = 130,000) | AID 775;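 active = inhibition above a set limit, placed 3 SD over the median of all compounds, cut at about 26% in these data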;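 note: 0% = nicotinamide-treated wells and 100% = cells grown without nicotinamide; some compounds called inactive have numbers as strong as hits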
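Test system: DeaD-strain S. cerevisiae / Buffer or medium: restrictive glucose medium / Also added: nicotinamide 1.5 mM / Doses: one concentration, 10 µM, DMSO 0.25% / Schedule: 48 h at 30 °C / Signal: OD615 measurement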
HCT116 PTEN-null: PTEN-deleted cell growth suppression | HCT116 PTEN-null viability, CellTiter-Glo, 60 h; stronger effect = lower value | viability, % at 10 µM | actives 1.2% (n = 140,000) | AID 827;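 active = viability at or below a set limit, 4 SD under the median of all tested compounds, cut at about 3.7% in these data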;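 note: PTEN knockout HCT116 line with beta catenin targeted HCT116 as companion control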
GALR2 antag: antagonists of human galanin receptor 2 (GALR2); O43603; GALR2-expressing cells, antagonist mode; inhibition, % at 4 µM; actives 0.39% (n = 140,000); in the data active = inhibition above about 27%;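 note: cells stimulated with galanin 1-16 at roughly its EC80; 0% = agonist challenge control and 100% = basal control without agonist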
Target sequence (O43603 whole entry, looked up): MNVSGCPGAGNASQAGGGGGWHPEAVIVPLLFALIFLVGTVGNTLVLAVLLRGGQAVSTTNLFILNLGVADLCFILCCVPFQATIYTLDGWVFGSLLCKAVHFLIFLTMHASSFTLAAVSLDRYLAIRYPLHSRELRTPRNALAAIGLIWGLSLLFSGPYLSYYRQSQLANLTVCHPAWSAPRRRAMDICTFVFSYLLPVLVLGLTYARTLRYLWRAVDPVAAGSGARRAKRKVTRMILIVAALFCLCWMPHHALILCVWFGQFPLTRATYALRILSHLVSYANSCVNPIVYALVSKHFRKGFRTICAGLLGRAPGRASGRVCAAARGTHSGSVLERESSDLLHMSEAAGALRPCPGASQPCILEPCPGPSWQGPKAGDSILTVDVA
NPY-Y2 antag: antagonists of human neuropeptide Y receptor Y2 | NPY-Y2 expressing cells, antagonist mode | actives 0.99% (n = 140,000) | P49146 | inhibition, % at 2.7 µM; in the data active = inhibition above about 17%;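 note: 0% = vehicle with agonist challenge and 100% = reference antagonist with challenge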
Target sequence (P49146 whole entry, looked up): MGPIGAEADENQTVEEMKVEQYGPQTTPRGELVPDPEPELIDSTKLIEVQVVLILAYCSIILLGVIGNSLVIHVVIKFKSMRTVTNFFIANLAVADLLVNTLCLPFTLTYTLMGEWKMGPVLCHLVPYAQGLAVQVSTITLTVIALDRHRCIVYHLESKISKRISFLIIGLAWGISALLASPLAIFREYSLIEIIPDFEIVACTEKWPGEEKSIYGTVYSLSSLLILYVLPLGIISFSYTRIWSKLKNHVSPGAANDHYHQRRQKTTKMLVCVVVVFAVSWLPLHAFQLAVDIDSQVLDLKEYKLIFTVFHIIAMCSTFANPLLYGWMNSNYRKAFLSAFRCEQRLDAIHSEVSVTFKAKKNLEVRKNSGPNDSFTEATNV
MRP-1 activ: activates MRP-1; actives 0.61% (n = 140,000); H69AR cells + doxorubicin, viability rescue, CellTiter-Glo; viability increase, % at 10 µM;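 active = viability gain under doxorubicin at or above a set limit, the compound median plus 3 SD, cut at about 4.7% in these data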;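 note: MRP-1 overexpressing cells given doxorubicin 25 µM after compound pretreatment; 18-22 h compound pretreatment then 72 h with doxorubicin before readout; 0% = doxorubicin-only wells and 100% = vehicle-treated cells without doxorubicin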
Active calls of the source: *; . = no result given.

SMILES | E-sel TNF inh | Phagocyt inh | bCat KO growth | Measles CPE | Yeast growth inh | Yeast life ext | HCT116 PTEN-null | GALR2 antag | NPY-Y2 antag | MRP-1 activ
CC(C)Cc1nc2ccccc2n1CCc1ccccc1 | -11 | -4 | 80 | 6 | -47 | 9 | 77 | -2 | 11 | -0.8
O=c1c2ccccc2c(C=NC2CCS(=O)(=O)C2)c(O)n1-c1ccccc1 (stereo not given) | . | 1 | 105 | 22 | -82 | 2 | 106 | 6 | 3 | -0.9
Cc1cccc(-c2noc(CN(C(=O)c3ccc4c(c3)OCO4)C(C)C)n2)c1 | -20 | 4 | 63 | 46* | -2 | -30 | 63 | 8 | 10 | -1.1
Clc1ccc(-c2nc3ccncc3[nH]2)cc1 | 3 | -9 | 94 | 7 | -12 | -3 | 105 | -4 | 1 | -3.5
Cc1cccc(NC(=S)NC(C)CCc2ccccc2)c1 (stereo not given) | 5 | -7 | 54 | 14 | 15 | -4 | 52 | 1 | 3 | -4.8
CC1CC(=O)NN=C1c1ccc(N)c([N+](=O)[O-])c1 (stereo not given) | . | -8 | 99 | 41 | -34 | 1 | 101 | -3 | 78* | -1.8
CC(=O)Oc1ccc2c(c1)C(=O)c1ccccc1CO2 | -6 | -2 | 97 | 8 | -88 | -11 | 101 | 1 | 1 | -0.7
CN1C(=O)NC(NC(=O)c2ccco2)(C(F)(F)F)C1=O (stereo not given) | . | -2 | 95 | 12 | 15 | -10 | 94 | 7 | 0 | -1.0
CSc1nnc(Cc2ccc3c(c2)OCO3)o1 | -5 | -1 | 97 | 8 | -44 | -10 | 103 | 12 | 7 | -0.9
CCSc1nnc(NC(=O)c2cccc(S(=O)(=O)N(C)c3ccc(C)cc3)c2)s1 | -36 | . | 90 | 13 | -17 | 17 | 85 | 4 | 0 | 1.6

Structures above that bear a hit mark in NPY-Y2 antag.
Structure | E-sel TNF inh | Phagocyt inh | Measles CPE | Yeast growth inh | Yeast life ext | GALR2 antag | NPY-Y2 antag
CC1CC(=O)NN=C1c1ccc(N)c([N+](=O)[O-])c1 (stereo not given) | . | -8 | 41 | -34 | 1 | -3 | 78*

New compounds follow:
SMILES | E-sel TNF inh | Phagocyt inh | bCat KO growth | Measles CPE | Yeast growth inh | Yeast life ext | HCT116 PTEN-null | GALR2 antag | NPY-Y2 antag | MRP-1 activ
CCN(CC)c1ccc(NC(=O)c2ccccc2F)cc1 | -5 | 2 | 33 | 2 | -19 | -9 | 31 | 10 | 6 | -4.8
CNCc1ccccc1Sc1ccc(O)c(O)c1 | . | -3 | 35 | 11 | -40 | 5 | 67 | 8 | -2 | -0.8
Cc1[nH]c(=O)[nH]c(=O)c1/C=N/NC(=O)[C@H](C)NC(=O)OC(C)(C)C | -9 | . | 101 | 2 | -13 | 4 | 99 | -3 | 0 | -4.0
COc1cccc(OCCCN2CCCCC2)c1 | -12 | 0 | 94 | 23 | -53 | -3 | 103 | -6 | 0 | -0.6
CCn1c(SCC(=O)NNC(=O)Cc2ccccc2)nnc1-c1ccccc1 | . | . | 95 | 23 | -33 | -2 | 115 | 4 | 0 | 0.5
CC(c1ccccc1)n1c(-c2ccncc2)n[nH]c1=S (stereo not given) | -15 | -1 | 93 | 6 | -68 | -14 | 100 | -3 | 0 | -0.2
COc1cccc(CNC(=S)NC2CCCC2)c1 | . | -4 | 75 | 12 | -16 | 0 | 73 | -8 | 1 | -3.0
COc1ccccc1NC(=O)CNC(=O)c1ccccc1C | 9 | 0 | 97 | 9 | 5 | -7 | 96 | -18 | 3 | -2.6
CCc1nc(SCC(=O)NCC2CCCO2)c2oc3ccccc3c2n1 (stereo not given) | -3 | -3 | 88 | 18 | -52 | 0 | 81 | 4 | 5 | -1.5
O=C(c1ccc2c(c1)N(Cc1ccccc1)C(=O)CS2)N1CCOCC1 | -23 | 0 | 94 | 5 | -12 | -6 | 88 | -15 | 1 | -2.3
CC1CCN(C(=O)c2cc(-c3ccc(Cl)c(Cl)c3)on2)CC1 | -2 | . | 98 | 8 | -31 | -8 | 98 | -12 | 5 | 2.2
O=S(=O)(NN=C1CCCCCCC1)c1ccc(Br)cc1 | -25 | . | 104 | 3 | -35 | . | 104 | 2 | -1 | 1.2
CCOC(=O)c1c(C)[nH]c(C(=O)C(C)OC(=O)c2cccc(OCc3c(C)noc3C)c2)c1C (stereo not given) | . | . | 51 | 77* | -48 | 0 | 63 | -2 | 1 | 0.1
Cc1cc(NC(=O)c2ccc3c(c2)C(=O)N(Cc2cccnc2)C3=O)no1 | -3 | 2 | 92 | 6 | -63 | -6 | 95 | -3 | 4 | -0.3
COc1cccc(Nc2ccc(Nc3cccc(OC)c3)nn2)c1 | -47 | -5 | 95 | 14 | -17 | -6 | 86 | 3 | 0 | -2.7
Cc1cc(C)cc(OCC(=O)O/N=C(\N)c2ccccn2)c1 | 3 | 0 | 110 | 5 | -9 | -15 | 104 | -7 | 4 | 2.0
Cc1cc2cc(C)c3nnc(SCC(=O)Nc4ccc(S(=O)(=O)N5CCCCC5)cc4)n3c2cc1C | -17 | -11 | 37 | 13 | 5 | 0 | 16 | 1 | 3 | -3.4
CCCn1c(C)cc(C(=O)CN2C(=O)c3cccc(N)c3C2=O)c1C | 0 | -1 | 102 | 5 | -27 | 6 | 102 | -10 | 2 | 0.8
Cc1cc(C)cc(OCCCOc2cccc3cccnc23)c1 | -13 | -5 | 79 | 8 | 32 | -14 | 72 | -3 | 3 | 0.2
O=S(=O)(NCC1CCCO1)c1cc(Cl)ccc1Br (stereo not given) | -35 | 0 | 94 | 3 | -42 | -12 | 107 | 8 | 2 | -1.3

Random excerpt: 6 entries already listed.
SMILES | E-sel TNF inh | Phagocyt inh | bCat KO growth | Measles CPE | Yeast growth inh | Yeast life ext | HCT116 PTEN-null | GALR2 antag | NPY-Y2 antag | MRP-1 activ
CCCn1c(C)cc(C(=O)CN2C(=O)c3cccc(N)c3C2=O)c1C | 0 | -1 | 102 | 5 | -27 | 6 | 102 | -10 | 2 | 0.8
CC1CCN(C(=O)c2cc(-c3ccc(Cl)c(Cl)c3)on2)CC1 | -2 | . | 98 | 8 | -31 | -8 | 98 | -12 | 5 | 2.2
Cc1cc2cc(C)c3nnc(SCC(=O)Nc4ccc(S(=O)(=O)N5CCCCC5)cc4)n3c2cc1C | -17 | -11 | 37 | 13 | 5 | 0 | 16 | 1 | 3 | -3.4
COc1cccc(Nc2ccc(Nc3cccc(OC)c3)nn2)c1 | -47 | -5 | 95 | 14 | -17 | -6 | 86 | 3 | 0 | -2.7
O=S(=O)(NCC1CCCO1)c1cc(Cl)ccc1Br (stereo not given) | -35 | 0 | 94 | 3 | -42 | -12 | 107 | 8 | 2 | -1.3
CCOC(=O)c1c(C)[nH]c(C(=O)C(C)OC(=O)c2cccc(OCc3c(C)noc3C)c2)c1C (stereo not given) | . | . | 51 | 77* | -48 | 0 | 63 | -2 | 1 | 0.1

(next part)
SMILES | E-sel TNF inh | Phagocyt inh | bCat KO growth | Measles CPE | Yeast growth inh | Yeast life ext | HCT116 PTEN-null | GALR2 antag | NPY-Y2 antag | MRP-1 activ
COc1ccc(N(CC(O)Cn2c3ccccc3c3ccccc32)S(=O)(=O)c2ccccc2)cc1 (stereo not given) | 7 | . | 21 | 14 | -45 | -3 | 17 | -2 | 0 | -2.4
CCn1c(SCC(=O)N(Cc2ccccc2)C2CCS(=O)(=O)C2)nc2ccccc2c1=O (stereo not given) | 21 | 0 | 93 | 2 | -42 | -17 | 84 | 3 | 8 | -2.2
Cc1ccc(NC(=O)c2ccc(NCCc3ccccc3)c([N+](=O)[O-])c2)cc1F | 18 | 6 | 60 | 7 | -27 | -5 | 56 | -1 | 0 | -3.4
COc1ccc(-c2csc(NC(=O)CN3C(=O)CCC3=O)n2)c(OC)c1 | . | -3 | 96 | 3 | 9 | -3 | 99 | 0 | 2 | 2.2
CC(=O)c1c(C)nc2cc(Cl)ccc2c1N | -3 | -2 | 110 | 21 | -43 | 1 | 96 | 2 | 0 | -0.7
COc1ccc(OC)c(S(=O)(=O)N2CCC(C(=O)NCC3CCCO3)CC2)c1 (stereo not given) | -15 | -1 | 93 | . | -24 | -11 | 95 | 11 | 1 | 0.2
Cc1ccc(N=C/C(C(=O)C(F)(F)F)=C(\O)c2cccs2)cc1 | . | . | 101 | 9 | -15 | -5 | 100 | 16 | 3 | -2.3
O=C(COc1ccccc1)Nc1ccc(CSc2ccccc2)cc1 | 2 | . | 95 | 5 | -10 | -8 | 96 | 2 | 7 | 0.3
CCOC(=O)c1nc2nc(C)c(Cl)c(=O)n2[nH]1 | . | -4 | 90 | 12 | -3 | -1 | 97 | -1 | 1 | -0.6
Cc1cc(C)nc(SCC(=O)Nc2ncc(Cc3cccc(Cl)c3)s2)n1 | 13 | -12 | 80 | 5 | -25 | 1 | 79 | 13 | 8 | -1.8
COc1cc2c(cc1OC)C1=C(C#N)COCN1CC2 | 2 | 0 | 100 | 3 | -7 | -20 | 107 | -7 | 1 | -3.6
CCCCS(=O)CC(O)COCC (stereo not given) | 16 | 2 | 90 | 22 | -24 | -7 | 101 | -7 | 1 | -2.1
CC(C)(C)c1ccc(S(=O)(=O)NCc2ccc(C(=O)NCc3ccccn3)cc2)cc1 | -1 | 3 | 85 | 12 | -8 | -3 | 86 | -7 | 1 | -2.9
CC(C)(C)c1csc(NC(=O)Cn2cnc3ccccc3c2=O)n1 | -8 | -1 | 89 | 5 | -32 | -12 | 80 | -2 | 0 | -1.2
CC1=C(C#N)C(NC(=O)C2CC2)(C(F)(F)F)C(=O)N1 (stereo not given) | -4 | 2 | 105 | 4 | -8 | -11 | 94 | 14 | 1 | -1.0
COC(=O)[C@@]1(Cc2ccccc2)[C@H]2c3cc(C(=O)N4CCCC4)n(CCSCCO)c3C[C@H]2CN1C(=O)c1ccccc1 | -4 | . | 88 | 8 | -32 | -3 | 91 | -1 | 4 | -2.6
Cc1cc(/C=N\NC(=O)c2cccs2)c(C)n1-c1ccc2ncccc2c1 | -7 | . | 76 | 5 | -10 | -9 | 67 | 13 | 8 | -0.3
O=C1Nc2ccccc2C(O)(C(=O)NCc2ccco2)N1c1ccc(Cl)cc1 (stereo not given) | 7 | -3 | 98 | 5 | -31 | -13 | 90 | 7 | 1 | 0.4
CC(C)c1[nH]nc2c1C(Cc1ccccc1)C(C#N)=C(N)O2 (stereo not given) | -15 | 0 | 97 | 19 | -32 | -4 | 99 | 7 | 2 | -0.2
Cc1cc(C)n(-c2nnc(NC(C)(C)C)nn2)n1 | -11 | -1 | 84 | 12 | -29 | 1 | 95 | -8 | -2 | -0.8

In the list so far, these have a thiophene ring, fused or not.
SMILES | E-sel TNF inh | Phagocyt inh | bCat KO growth | Measles CPE | Yeast growth inh | Yeast life ext | HCT116 PTEN-null | GALR2 antag | NPY-Y2 antag | MRP-1 activ
Cc1ccc(N=C/C(C(=O)C(F)(F)F)=C(\O)c2cccs2)cc1 | . | . | 101 | 9 | -15 | -5 | 100 | 16 | 3 | -2.3
Cc1cc(/C=N\NC(=O)c2cccs2)c(C)n1-c1ccc2ncccc2c1 | -7 | . | 76 | 5 | -10 | -9 | 67 | 13 | 8 | -0.3
